# Screening data deposited in PubChem BioAssay by National Center for Advancing Translational Sciences (NCATS).
# D1 agonist: activates the human D1 dopamine receptor. HEK293 T-REx D1 cells, calcium flux, agonist mode. hit rate 1% among 360,000. activation, % at 2 µM. AID 504660. P21728; in the data active = activation above about 30%; note: 0% is about no effect
# Target sequence (P21728 whole entry, looked up): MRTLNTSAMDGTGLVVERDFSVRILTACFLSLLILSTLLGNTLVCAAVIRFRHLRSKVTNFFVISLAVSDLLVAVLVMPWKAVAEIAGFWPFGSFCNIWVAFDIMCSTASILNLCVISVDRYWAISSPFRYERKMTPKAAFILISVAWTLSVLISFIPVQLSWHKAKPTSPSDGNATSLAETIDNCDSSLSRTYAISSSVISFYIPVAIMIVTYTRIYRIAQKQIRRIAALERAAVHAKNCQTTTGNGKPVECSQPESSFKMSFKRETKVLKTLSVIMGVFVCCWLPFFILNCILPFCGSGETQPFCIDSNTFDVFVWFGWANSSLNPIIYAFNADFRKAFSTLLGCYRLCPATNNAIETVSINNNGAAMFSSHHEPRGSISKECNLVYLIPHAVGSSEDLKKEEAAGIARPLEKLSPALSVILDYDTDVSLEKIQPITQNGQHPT
#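 Inducible HEK293 T-REx D1 cells, force-coupled to calcium signalling, were plated at 4000 cells/well with tetracycline and held overnight at 30 C. After no-wash calcium dye loading, compound-evoked calcium rise over 180 s flagged agonists.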
# Vif-APOBEC3F blk: inhibitors of Vif-A3F interaction; HeLa A3F-eYFP + Vif (tagged APOBEC3F with the HIV-1 protein that degrades it), YFP fluorescence increase; Potency, µM (titrated, usually from 46.1 µM), without a hit: at the highest dose activity, negative = active; hit rate 0.2% among 390,000; note: potency is the fitted concentration of half-maximal effect; % of control where 0% means no effect; nearly all actives have a fitted effect of over 65% in size
#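 HeLa cells stably expressing Vif plus C-terminally eYFP-tagged A3F were seeded, incubated overnight at 37 deg C, dosed with compound, incubated overnight again at 37 deg C. Yellow fluorescence (Ex 488/Em 500-530) reported blocked Vif-mediated A3F-eYFP degradation.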
# D2 potentiator: D2 dopamine receptor (human) potentiation; HEK293 T-REx D2, calcium flux, EC20 dopamine potentiation; P14416; hit rate 0.34% among 340,000; potentiation, % at 10 µM;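 active = potentiation over 3 SD above the plate norm, cut at about 30% in these data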; note: 0% is about no effect
# Target sequence (P14416 whole entry, looked up): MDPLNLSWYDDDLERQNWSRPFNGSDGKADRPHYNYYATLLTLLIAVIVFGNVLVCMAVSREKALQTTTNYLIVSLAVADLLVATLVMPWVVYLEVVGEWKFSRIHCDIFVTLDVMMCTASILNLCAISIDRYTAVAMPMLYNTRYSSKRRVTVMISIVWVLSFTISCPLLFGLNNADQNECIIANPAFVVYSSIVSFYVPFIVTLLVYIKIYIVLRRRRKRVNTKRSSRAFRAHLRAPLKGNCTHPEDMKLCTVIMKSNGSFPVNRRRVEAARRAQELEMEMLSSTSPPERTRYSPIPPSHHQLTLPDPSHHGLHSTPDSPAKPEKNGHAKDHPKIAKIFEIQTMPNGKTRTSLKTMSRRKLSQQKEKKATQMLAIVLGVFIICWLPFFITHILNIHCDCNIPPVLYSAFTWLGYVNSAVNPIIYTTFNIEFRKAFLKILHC
#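 Primary screen. Calcium kinetics in induced HEK293 T-REx D2 cells: compound pre-addition 180 s, EC20 dopamine, 180 s more.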
# RXFP1 ag: RXFP1 (human) receptor agonism; Q9HBX9; HEK293T-RXFP1 cAMP TR-FRET, 30 min; response scale: percent of porcine relaxin response, buffer zero; Potency, µM (top dose mostly 57.5 µM), for the others: at the highest dose activation, usual class: activators; hit rate 0.3% among 370,000; note: potency is the fitted concentration of half-maximal effect; % is set by controls: 0 for no effect and ±100 for the full control effect; nearly all actives have a fitted effect of over 60% in size; many of its hits are not listed in these tables
#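 Agonist response is measured as cAMP accumulation in an RXFP1-transfected HEK293T line under PDE4 inhibition. Values are scaled between buffer-only and 29 nM porcine relaxin, and EC50s come from standard Hill equation fits.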
# D1 PAM: human D1 dopamine receptor positive modulation | AID 504651 | HEK293 TREx D1 cells, calcium flux, dopamine EC20 potentiation | P21728 | potentiation, % at 10 µM | hit rate 0.036% among 360,000; in the data active = potentiation above about 30%; note: 0% is about no effect
# LDHA block: LDHA (human) enzyme inhibition; hit rate 0.15% among 480,000; P00338; AID 1347041; activity change, % (values are at about 110 or 230 µM); purified LDHA, NADH/diaphorase-resazurin fluorescence; stronger effect = lower value; in the data active = activity change below about -30%; inconclusive = mostly about -25% to -30%;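 note: plate controls were DMSO wells for no effect and wells without enzyme for full effect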
#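 Human LDH5 (2 nM) was incubated with 0.06 mM NADH and 0.2 mM pyruvate for 5 min at room temperature in Tris pH 7.4. Remaining NADH was coupled through diaphorase/resazurin, and resorufin fluorescence was read at 0 and 20 min.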
# Vif-APOBEC3G blk: blocks the Vif interaction with human APOBEC3G. Potency, µM (doses to about 46.1 µM), inactives show at the top dose activity, negative = active, hits mostly inhibitors. Q9HC16. HeLa A3G-eYFP + Vif (tagged APOBEC3G with the HIV-1 protein that degrades it), YFP fluorescence, overnight. hit rate 0.076% among 410,000;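 note: potency is the fitted concentration of half-maximal effect; % is set by controls: 0 for no effect and ±100 for the full control effect; nearly all actives have a fitted effect of over 60% in size; hits raise eYFP signal because A3G escapes Vif-driven loss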
#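 Read-out is eYFP fluorescence (Ex 488/Em 500-530) from Vif-expressing HeLa A3G-eYFP cells; more signal means A3G escaped Vif-mediated degradation. Cells plated overnight, compound pinned in, incubated overnight at 37 deg C.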
# D1 antagonist: human D1 dopamine receptor antagonism. P21728. HEK293 TREx D1 cells, calcium flux, dopamine EC80; stronger effect = lower value. activity change, negative = inhibition, % at 10 µM. hit rate 3.2% among 360,000. AID 504652; in the data active = activity change below about -30%; note: % is set by controls: 0 for no effect and ±100 for the full control effect
#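 Allosteric or orthosteric antagonism assessed as attenuation of the calcium response to EC80 dopamine, added 180 s after compound, in induced HEK293 Trex D1 cells loaded with no-wash calcium dye.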
# Glioma ERSR ind: inducers of ER stress response in human glioma cells. U87-MG GRP78 promoter luciferase reporter, 16 h. Potency, µM, without a hit: at the highest dose activation, actives largely listed as activators. hit rate 0.02% among 420,000; note: potency is the fitted concentration of half-maximal effect; series mostly up to about 76 µM; % of control where 0% means no effect; nearly all actives have a fitted effect of over 35% in size
#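 Stably transfected U87-MG human glioma cells carrying a GRP78-based luminescent sensor were seeded at 1000 cells/well, pin-dosed with compounds and incubated 16 h. Luciferase reagent was then added, and end-point luminescence was read after 10 min at room temperature.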
# * hit, by the source's call; ? = inconclusive; / = no result given; & = joins results of further samples. Unless noted, calls come from the whole dose curve; as a rule, active = well fitted curve in the direction sought with a large enough effect; inconclusive = small, poorly fitted or top-dose-only effect, or another doubt; inactive = no such curve, though single readings can be large; an effect the other way counts as inactive or inconclusive.
# Order of values: Vif-APOBEC3G blk	D1 agonist	Glioma ERSR ind	Vif-APOBEC3F blk	D1 antagonist	D2 potentiator	D1 PAM	RXFP1 ag	LDHA block
- COc1cc(NC(=O)CCCNC(=O)Cn2cnc3sc(C)c(C)c3c2=O)cc(OC)c1OC
  0%	4	0%	-3%	4	-18	-2	9.4%	-9
- Cc1ccc(CNC(=O)CCc2c(C)nc3c(c(C)nn3-c3ccc(C)cc3)c2C)cc1
  4%	-1	-4%	0%	14	13	0	7.2%	-1
- Cc1cccc(NC(=O)CSc2nc3ccccc3nc2N2CCCC2)c1
  -6%	5	-2%	-1%	8	2	-1	12%	1
- CCN1CCN(C(=O)CN(c2ccc(F)cc2)S(=O)(=O)c2ccc(OC)c(OC)c2)CC1
  -1%	0	-2%	5%	-4	-3	-2	2.9%	3
- O=C(NCC(c1ccc2c(c1)OCO2)N1CCN(c2ccccc2)CC1)C(=O)Nc1cccc(F)c1 (centres undefined)
  -2%	2	-1%	2%	1	15	0	2.0%	-6
- COc1ccc(NC(=O)CSCC(=O)Nc2ccc(S(=O)(=O)N3CCCC3)cc2)cc1
  0%	1	-5%	6%	9	/	-1	6.0%	-5
- Cc1ccc(-n2c(=O)c3oc4ccccc4c3n(Cc3cccc(F)c3)c2=O)cc1C
  7%	2	-1%	0%	-2	2	-6	-1.9%	-3
- Cc1cc(C(=O)NC2=NCCS2)c2ccccc2n1
  7%	2	0%	1%	-18	20	-6	1.1%	-5
- COc1ccc(NC(=O)c2cccnc2)c([N+](=O)[O-])c1
  -30%	4	-2%	-11%	17	-5	4	2.5%	-4
- CC(=O)Nc1c(C)ccc(S(N)(=O)=O)c1C
  -1%	4	-1%	0%	1	-10	-3	1.2%	-2
- Fc1ccccc1/C=N/Nc1nn[nH]n1
  -4%	3	-4%	0%	-1	4	0	1.9%	-4
- COc1cc(-c2cc3n(C)c(C)c(CCC(=O)NCc4ccccc4)c(=O)n3n2)cc(OC)c1OC
  -6%	1	3%	-4%	6	-3	-7	1.5%	3
- COc1cc(NC(=O)CCS(=O)(=O)c2nc(-c3cccs3)cc(C(F)(F)F)n2)cc(OC)c1OC
  -25%	1	-10%	1%	15	-6	-7	2.3%	3
- CC12CCC(C(=O)NNC(=O)c3ccc(F)cc3)(OC1=O)C2(C)C (centres undefined)
  1%	2	-2%	1%	-15	13	4	-1.4%	-2
- Cc1nn(CCOc2cccc(Br)c2)c(C)c1[N+](=O)[O-]
  -2%	6	-8%	13%	-6	-5	0	0.1%	-6
- N#CC(C#N)=C1C=C2C=C(N3CCOCC3)CCC2CC1 (centres undefined)
  10%	522*	1%	11µM*	10	-26	17	4.7%	-1
- CCc1nc2oc3cc(OC)ccc3c(=O)c2c(=O)n1-c1ccccc1
  1%	1	3%	-2%	-4	2	-6	1.4%	2
- O=C(NCC(=O)N(c1ccccc1)C(C(=O)NC1CCCCC1)c1cccnc1)c1cccs1 (centres undefined)
  2%	3	-2%	-26%	-8	1	6	-1.7%	-7
- CC1/C(=N/O)CC(c2ccccc2)NC1c1ccccc1 (centres undefined)
  -6%	5	2%	6%	3	29	-1	-1.7%	-4
- CC(C(=O)OCC(=O)c1ccc(Br)cc1)N1C(=O)C2C3CCC(C3)C2C1=O (centres undefined)
  0%	9	-4%	0%	8	19	-4	-1.1%	-4
- COc1ccc(/C=c2/sc3n(c2=O)C(c2ccccc2OC)C2=C(N=3)c3ccccc3CC2)cc1O (centres undefined)
  -32%	3	-2%	4%	0	1	-1	2.2%	8
- Cc1ccccc1NC(=O)CSc1nc2c(oc3ccccc32)c(=O)n1-c1ccccc1F
  -2%	2	0%	2%	-3	-6	-3	-0.4%	-3
- O=C(Cn1nc(-c2cccc([N+](=O)[O-])c2)c2ccccc2c1=O)NCC1CCCO1 (centres undefined)
  -6%	0	-4%	3%	6	5	1	?	0
- Cc1ccc(S(=O)(=O)n2nc(C)c(S(=O)(=O)N3CCC(C)CC3)c2C)cc1
  1%	-1	-1%	-6%	-4	1	-3	-0.1%	-2
- CCc1nnc(NC(=O)CCC(=O)Nc2ccc(C)cc2)s1
  1%	0	-5%	-4%	-17	-9	-2	1.5%	-12
- C=CCOc1ccc(/C=C/C(=O)Nc2ccc(C(=O)NC)cc2)cc1
  1%	1	-4%	0%	4	6	2	-1.6%	-7
- CC(=O)c1cccc(N(C(=O)CNC(=O)c2ccco2)C(C(=O)NC2CCCC2)c2ccc(C)o2)c1 (centres undefined)
  0%	5	1%	6%	-11	-8	4	-0.3%	-6
- CCCCN(C(=O)c1ccc2c(c1)S(=O)(=O)N=C1CCCCCN12)c1c(N)n(CC(C)C)c(=O)[nH]c1=O
  -4%	/	-2%	3%	/	/	/	/	-7
- CN(Cc1ccc(F)cc1)S(=O)(=O)c1ccc2[nH]c(=O)[nH]c2c1
  -2%	/	4%	-1%	/	/	/	/	-11
- CCc1cc(Cn2nc(C(=O)O)cc2-c2ccccc2)on1
  5%	5	-3%	1%	0	14	0	-0.1%	-1
- O=C(NCC(c1ccco1)S(=O)(=O)c1cccs1)c1ccccc1 (centres undefined)
  2%	0	-3%	-4%	/	2	-2	9.7%	-2
- Cc1ccc(OCCN2CCN(c3ncnc4sc(C)c(C)c34)CC2)cc1
  6%	3	-3%	-3%	4	-17	2	1.9%	-1
- O=C(c1ccc(Cn2cnnn2)cc1)N1CCCC(Nc2ccc(F)cc2)C1 (centres undefined)
  0%	1	-1%	2%	-13	12	1	0.5%	-6
- CC(C)(C)c1csc(NC(=O)Cc2ccc(S(=O)(=O)N3CCOCC3)s2)n1
  -8%	4	0%	-14%	-5	-6	4	-0.8%	0
- Cc1cc(Cl)c(S(=O)(=O)N2CCCC2)cc1OCC(=O)NC1CCCCC1
  2%	5	-5%	-3%	-13	1	-1	2.8%	0
- CC(CS(=O)(=O)c1ccccc1[N+](=O)[O-])N1CCOCC1 (centres undefined)
  -4%	3	-5%	-17%	-4	-6	1	1.0%	-1
- CCCCC1CCC(C(=O)NCC(c2ccco2)N2CCOCC2)CC1 (centres undefined)
  /	1	/	/	2	/	-6	-0.6%	/
- COC(=O)CC1=C(C(=O)OC)[C@@H](c2ccccc2[N+](=O)[O-])C(C#N)=C(N)O1
  0%	3	-5%	-19%	25	0	-1	3.9%	9
- CCCN1CNC(=S)N(c2cc(C)ccc2C)C1
  -17%	0	0%	-5%	23	29	1	1.4%	-5
- COc1ccc(OCc2nnc(SCC(=O)N3CCOCC3)o2)cc1
  -4%	3	-3%	3%	2	0	3	-2.4%	-7
- Cc1ccc(C)c(OCc2cc(C(=O)N3CCN(C(=O)c4ccco4)CC3)no2)c1
  0%	9	7%	-11%	-26	3	-7	0.1%	-8
- CCCCC1(C(=O)OCC)CC(CSC(=N)N)OC1=O (centres undefined)
  0%	5	0%	0%	7	4	-2	0.3%	-14
- COc1cccc(NC(=S)N2CCc3cc(OC)c(OC)cc3C2)c1
  -1%	3	-1%	5%	-9	11	-2	0.3%	-1
- Cc1cc(C)cc(N(C(C)C(=O)N2CCCC2)S(C)(=O)=O)c1 (centres undefined)
  1%	4	-7%	10%	-1	-1	1	2.7%	6&3
- CCOC(=O)c1ccc(NCCOC)c([N+](=O)[O-])c1
  1%	3	8%	8%	-14	-22	-5	2.7%	-3
- CCn1c(O)c(/C=C2\C=Nc3ccccc32)sc1=Nc1ccc(C)cc1
  -13%	0	0%	?	-13	-7	3	0.3%	-1
- COc1ccc(C(=O)NCC(=O)N2CCC3(CC2)NCCc2[nH]cnc23)cc1
  1%	1	-1%	0%	0	-2	-3	-1.1%	3
- COCCNC(=S)N1CCN(c2cccc(C)c2C)CC1
  3%	1	-1%	-10%	-1	0	5	-0.2%	1
- Cc1ccn(S(=O)(=O)c2ccc3oc(=O)ccc3c2)n1
  0%	4	-3%	1%	-28	14	-3	-0.1%	-7
- Oc1ccccc1N=Cc1sc2ccccc2c1Cl
  -22%	2	0%	-3%	1	7	-3	5.4%	8

# The results go on:
# Order of values: Vif-APOBEC3G blk	D1 agonist	Glioma ERSR ind	Vif-APOBEC3F blk	D1 antagonist	D2 potentiator	D1 PAM	RXFP1 ag	LDHA block
- Cc1cc(Nc2cccc(C(F)(F)F)c2)nc2ccc(NC(=O)c3cncc(Br)c3)cc12
  -29%	2	-9%	3%	-20	0	-4	6.5%	0
- O=[N+]([O-])c1ccc2nc(C(O)C(O)c3nc4ccc([N+](=O)[O-])cc4[nH]3)[nH]c2c1 (centres undefined)
  -2%	1	0%	8%	-11	13	-20	2.9%	-17
- Cc1cc(OCC(=O)N(C)C2CCCCC2)ccc1Cl
  4%	2	-4%	-7%	-11	-1	3	-2.5%	-7
- CC(C)c1ccc(-n2cnn(-c3ncccc3[N+](=O)[O-])c2=O)cc1
  0%	4	-10%	13%	-8	0	7	-0.2%	-5
- Cc1ccc2c(c1)COc1c3ccc(C(=O)NC(C)C)cc3nn1-2
  2%	0	-4%	-3%	2	-5	-1	0.0%	0
- O=C(CN1C(=O)CSc2ccc(S(=O)(=O)N3CCCC3)cc21)NCc1ccc(Cl)cc1
  3%	1	0%	1%	-15	2	3	0.4%	-7
- O=C(O)/C=C/C(=O)Nc1ccccc1SC(F)(F)F
  0%	2	-3%	0%	-8	16	0	5.3%	-4

# Some of the compounds tested, so the mix of outcomes need not match the whole.
